Tat transport – E. coli Tat export inhibitors, primary screen, MC4100, TorA-mCherry reporter, fluorescence, single point. actives 0.036% (n = 340,000). AID 488895, 2010. inhibition, % at 10 µM;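 active = mean replicate inhibition at least 50% and at least half of replicates individually reaching 50%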;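 note: exported cargo escapes ClpAP degradation while cytoplasmic cargo is degraded and loses fluorescence; 0% = median of neutral control wells and 100% = median of NaSCN control wells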
PKA-R1A act – activators of PKA-R1A holoenzyme, primary screen, biochemical, fluorescence polarization, Cy5-IP20, bovine R1A, mouse PKAc; AID 504707, 2011; actives 0.083% (n = 340,000); activation, % at 11.4 µM; PKA-R1A dissociation; scaled: DMSO 0%, 113 µM cGMP 100%; cAMP-dependent protein kinase type I-alpha regulatory subunit (Bos taurus) + …;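 active = percent activation above the mean of all tested compounds plus 3 SD, cut at about 19% in these data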;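 note: higher means more PKAc released from R1A so a rise in polarization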
CDK5 p35 inh – inhibitors of human CDK5/p35 kinase, primary screen, biochemical, single concentration | actives 0.01% (n = 330,000) | Recombinant CDK5/p35, ADP-Glo luminescence, 60 min | inhibition, % at 10 µM | Cyclin-dependent kinase 5 (Homo sapiens) + Cyclin-dependent kinase 5 activator 1 (Homo …;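 active = highest replicate inhibition of at least 50% and at least 75% of replicates reaching 50%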;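 note: plate controls were DMSO neutral control for no effect and GW8510 at 10 µM for full effect; many of its hits are not listed in these tables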
PKA-R2B activ – activators of PKA-R2B holoenzyme, primary screen, biochemical, fluorescence polarization, Cy5-IP20, human; PKA-R2B holoenzyme dissociation; R2B truncated from residue 108, S112A mutant; 0% DMSO only, 100% 113 µM cGMP; activation, % at 11.4 µM; actives 0.079% (n = 340,000); AID 504700, 2011;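 active = activation above a cutoff set at the mean over all compounds plus 3 SD, cut at about 18% in these data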;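 note: higher means more holoenzyme dissociation and a rise in polarization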
Target sequence (P31323 whole entry, looked up, other chains not shown, the tested form may be a part): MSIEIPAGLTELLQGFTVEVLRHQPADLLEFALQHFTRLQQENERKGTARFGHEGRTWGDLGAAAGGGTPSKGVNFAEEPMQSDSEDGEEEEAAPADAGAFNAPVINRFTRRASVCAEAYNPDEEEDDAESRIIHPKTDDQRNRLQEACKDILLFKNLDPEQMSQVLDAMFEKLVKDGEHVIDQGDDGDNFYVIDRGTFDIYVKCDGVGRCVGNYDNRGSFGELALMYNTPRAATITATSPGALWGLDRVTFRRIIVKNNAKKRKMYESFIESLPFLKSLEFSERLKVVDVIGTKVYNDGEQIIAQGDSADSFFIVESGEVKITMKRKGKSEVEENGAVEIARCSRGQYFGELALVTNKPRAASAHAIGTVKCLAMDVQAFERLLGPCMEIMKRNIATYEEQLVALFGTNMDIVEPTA
HTR5A inv ag – HTR5A inverse agonists in luminescence cell assay, primary screen, counter-screen for OPRM1-OPRD1 heterodimer inverse agonist project, full-deck HTS | 5-hydroxytryptamine receptor 5A (Homo sapiens), P47898 | HTR5A cell line, inverse agonism | inhibition, % at 9.3 µM | actives 0.083% (n = 340,000) | AID 504634, 2011; in the data active = inhibition mostly above about 23%, no sharp cut-off; inactive = mostly below about 18%;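 note: 0% = cells with DMSO and 100% = no-cell wells with DMSO; some compounds called inactive have numbers as strong as hits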
Target sequence (P47898 whole entry, looked up): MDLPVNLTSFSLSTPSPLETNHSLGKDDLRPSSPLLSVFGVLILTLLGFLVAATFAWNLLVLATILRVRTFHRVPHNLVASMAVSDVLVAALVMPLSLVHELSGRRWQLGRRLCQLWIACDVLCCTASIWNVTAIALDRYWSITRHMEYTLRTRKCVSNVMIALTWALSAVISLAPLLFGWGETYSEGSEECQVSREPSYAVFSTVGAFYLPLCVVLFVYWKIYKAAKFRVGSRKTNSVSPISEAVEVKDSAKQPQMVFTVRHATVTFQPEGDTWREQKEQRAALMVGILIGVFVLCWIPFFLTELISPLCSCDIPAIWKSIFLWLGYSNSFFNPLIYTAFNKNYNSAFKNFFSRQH
Mot1-301 SUMO – yeast Mot1-301 growth rescue at high temperature, primary screen, SUMOylation pathway inhibitor project, S. cerevisiae, ATP luminescence, 38.5C; S. cerevisiae Mot1-301 growth rescue; percent above DMSO median, 100 means doubled; growth rescue, % at 18.8 µM; actives 1% (n = 320,000);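 active = every valid replicate shows activation above 250% relative to neutral control wells; inactive = the rest, any valid replicate at or below 250%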;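 note: OY570 slx delta 5 strain wells were the positive control but not used for scaling; some compounds called inactive have numbers as strong as hits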
HTR5A ag – HTR5A agonists in luminescence cell assay, primary screen, counter-screen for OPRM1-OPRD1 heterodimer agonist project, full-deck HTS; 5-hydroxytryptamine receptor 5A (Homo sapiens), P47898; cell-based; activation, % at 9.3 µM; actives 0.61% (n = 340,000); AID 504692, 2011; in the data active = activation mostly above about 9.5%, no sharp cut-off; inactive = mostly below about 7.6%;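 note: 0% = cells with vehicle only and 100% = reference agonist; strong numbers were not always called active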
DAGLB inhibitor – DAGLB lipase inhibitors, primary screen, biochemical, fluorescence, HTS; actives 0.059% (n = 340,000); inhibition, % at 5.17 µM; HEK293T DAGLB membrane lysate, EnzChek fluorogenic substrate; Diacylglycerol lipase-beta (Homo sapiens), Q8NCG7; in the data active = inhibition above about 34%;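 note: 0% = enzyme with vehicle and 100% = wells lacking enzyme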
phage Ecoli inh – growth loss of phage-infected E. coli, primary screen, RecBCD inhibitor project, absorbance, with phage, HTS; AID 651602, 2012; actives 0.26% (n = 360,000); inhibition, % at 11.9 µM; in the data active = inhibition above about 11%
Ecoli viability – E. coli V3065 growth inhibition, primary screen, counter-screen for AddAB inhibitor project, absorbance, OD600. inhibition, % at 11.9 µM. actives 0.27% (n = 330,000). AID 449728, 2010. 18 h;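 active = inhibition above the campaign's mean inhibition across all tested compounds plus 3 SD, cut at about 9.9% in these data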;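 note: uninfected addAB+ strain grown without phage in ampicillin broth; 0% = DMSO wells and 100% = ciprofloxacin 0.95 µg/ml wells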
AddAB inh – growth inhibition of E. coli expressing H. pylori AddAB, primary screen, AddAB inhibitor project, absorbance. inhibition, % at 11.9 µM. actives 0.29% (n = 330,000); in the data active = inhibition above about 12%;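 note: 0% = vehicle wells of infected cells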
Active calls of the source: *; / = no result given.

structure	Tat transport	PKA-R1A act	CDK5 p35 inh	PKA-R2B activ	HTR5A inv ag	Mot1-301 SUMO	HTR5A ag	DAGLB inhibitor	phage Ecoli inh	Ecoli viability	AddAB inh
C=C[C@@H]1c2ccccc2N(S(=O)(=O)c2ccc(C)cc2)[C@H](c2ccc(C(F)(F)F)cc2)C1(C#N)C#N	-2	4	-3.2	-5	-12	4	4	-1	2.5	-1.2	0.3
CCOC(=O)C1CCN(C(=O)C2CCC(=O)N(Cc3cccc(C(F)(F)F)c3)C2)CC1 (stereo unspecified)	1	1	-0.1	4	-1	7	2	-1	0.9	0.8	-0.3
O=C(Nc1nc2ccccc2[nH]1)c1ccc(F)c(S(=O)(=O)N2CCOCC2)c1	-3	8	2.0	2	0	68	2	0	2.5	-0.5	4.0
CCN1CCN(S(=O)(=O)c2ccc(C(C)(C)C)cc2)CC1	3	0	0.0	-5	-1	48	0	-1	2.1	-2.7	0.0
COc1cccc(C(=O)OCC(=O)N2CCC(Cc3ccccc3)CC2)c1OC	0	-3	0.1	1	6	0	-1	-3	3.9	1.1	1.0
O=C1CCC(=O)N1OCCCOc1ccc2c(c1)CCC2	-3	-1	-1.1	4	4	1	-2	1	0.1	1.7	3.7
CC(C)(C)NNC(=S)Nc1cccc(F)c1	-1	7	0.4	1	-32	-3	-4	0	-0.1	3.5	3.3
CC(C)[C@H](NC(=O)OCc1ccccc1)C(=O)NCc1ccccc1	-3	3	-0.2	-17	-32	7	12*	-3	0.6	-1.8	1.8
COc1ccc2c(c1)C(c1ccc(C)o1)=NNC(c1ccccc1)=N2	0	-4	-0.8	2	6	98	-2	1	2.6	0.0	-0.6
CCOc1ccc(NC(=O)N(O)C2(C#N)CCCCC2)cc1	7	-10	-0.3	-8	-13	/	3	-3	3.5	/	/
CNC(=O)C1CC(=O)N(c2ccc(OCC(=O)Nc3ccc(F)cc3)cc2)C1 (stereo unspecified)	-9	6	0.7	2	-13	/	4	2	1.4	/	/
CCC1CCCCN1C(=O)c1ccc2c(c1)C(=O)N(c1ccc(C)cc1)C2=O (stereo unspecified)	-4	3	1.7	-15	-4	277	4	-3	-0.7	-0.8	0.8

(next part)
structure	Tat transport	PKA-R1A act	CDK5 p35 inh	PKA-R2B activ	HTR5A inv ag	Mot1-301 SUMO	HTR5A ag	DAGLB inhibitor	phage Ecoli inh	Ecoli viability	AddAB inh
O=C(NCC(=O)N(c1ccccc1)C(C(=O)NC1CCCCC1)c1cccnc1)c1ccco1 (stereo unspecified)	4	11	-0.6	1	-5	-16	-4	0	0.1	-0.4	3.6
Cc1cc(CN(C)Cc2ccc(OCC(O)CN(C)Cc3ccccc3)cc2)on1 (stereo unspecified)	-4	6	1.8	1	-5	/	2	-3	2.3	-1.5	3.2
CCN1C(=O)[C@H]2[C@@H](c3ccc(-c4ccc(C(C)=O)cc4)cc3)N3CCCC[C@@]3(C(=O)OC)[C@H]2C1=O	12	8	-1.8	-5	-6	-5	7	-5	1.9	2.9	1.3
O=C(O)C1C2C=CC(C2)C1C(=O)NCc1ccc(Cl)c(Cl)c1 (stereo unspecified)	5	1	0.1	0	-16	-11	1	0	3.5	1.0	4.6
O=C(Nc1ccc(N2CCOCC2)c(Cl)c1)c1ccc(F)cc1	-10	-8	-1.9	-5	-18	0	-1	-2	0.7	3.9	2.0
O=C1CN(C(=O)COC(=O)CCC(=O)c2ccc3c(c2)OCCO3)c2ccccc2N1	-9	-11	0.8	-10	-14	4	-4	1	3.0	-2.2	-0.1
C/C(=N\NC(=O)Cn1cc([N+](=O)[O-])cn1)c1ccco1	5	-2	-0.6	-1	-19	630	-1	-3	-1.7	1.0	0.2
O=C(Nc1ccccc1Cl)C1CC(=O)N(c2ccccc2)C1 (stereo unspecified)	-1	/	0.2	/	/	-12	/	/	2.1	-0.7	0.6
CCN(CC)C(=O)[C@H]1C[C@H](CC(=O)NCCCOC)C(=O)N2CCc3c([nH]c4cc(-c5ccco5)ccc34)[C@]12C	0	1	0.7	-2	-6	/	2	2	0.4	0.5	2.2
Cc1nn(-c2cccc(C(F)(F)F)c2)c(Cl)c1/C=N/n1cnnc1	-1	-4	1.4	-10	-21	-13	8	-2	1.4	1.2	2.7
CC1CCc2sc(-c3n[nH]c(=S)o3)cc2C1 (stereo unspecified)	2	-17	2.3	-1	14	2	-5	8	4.0	1.4	2.0
CC(C(=O)NCc1ccc(F)cc1)n1ccc2cc(S(=O)(=O)N3CCCC3)ccc21 (stereo unspecified)	5	-8	2.0	-5	-21	-17	6	1	1.4	1.4	2.9

The results go on.
structure	Tat transport	PKA-R1A act	CDK5 p35 inh	PKA-R2B activ	HTR5A inv ag	Mot1-301 SUMO	HTR5A ag	DAGLB inhibitor	phage Ecoli inh	Ecoli viability	AddAB inh
Cc1ccccc1Cn1cc(S(=O)(=O)CC(=O)Nc2nccs2)c2ccccc21	8	-5	0.7	-6	-1	150	2	3	-2.4	-0.4	-0.5
CCCN(C(=O)Cc1coc2cc(C)c(C)cc12)c1c(N)n(Cc2ccccc2)c(=O)[nH]c1=O	-4	-1	1.6	-4	9	-7	-3	5	-1.8	1.2	0.5
Cn1c(=O)[nH]c(=O)c2c1nc(SCC(=O)O)n2CCc1ccccc1	-5	-10	0.5	2	-2	76	1	3	3.8	0.6	2.6
CCc1ccc(NC(=O)C2CCC(CNC(=O)[C@@H]3Cc4ccccc4CN3)CC2)cc1 (stereo partly specified)	8	-6	-0.2	4	0	5	-2	2	-0.6	-0.3	3.4
COc1c(C)cc(C(=O)C2CCCN(S(=O)(=O)N(C)C)C2)cc1C (stereo unspecified)	-2	-4	-1.2	5	13	0	-5	-2	-0.6	0.1	2.5
COc1ccc(CC(=O)NCc2n[nH]c(=S)n2-c2ccc(Br)cc2)cc1	-9	-6	2.0	1	14	-10	-5	1	2.4	1.5	1.4
CC1CC(=S)Nc2ccccc2N1Cc1ccccc1 (stereo unspecified)	-3	13	2.3	0	2	8	1	-1	-1.1	-5.5	0.6
COc1ccc(/C=N/NC(=O)Cn2cnc3c2c(=O)n(C)c(=O)n3C)cc1	-3	-3	0.9	-6	/	-28	/	1	2.9	2.7	3.1
C/C(CC(=O)NCc1ccccc1)=N\NC(N)=S	-7	-3	0.4	2	-7	14	3	-1	2.1	-0.5	2.5
CC(CNCC1CCCO1)COc1ccccc1 (stereo unspecified)	5	5	0.5	-8	-14	/	0	-1	0.2	2.6	2.6
C1=C(c2ccccc2)CCN(c2nc3ccccc3n3cnnc23)C1	6	4	-0.1	-6	-21	4	8	0	2.5	-0.7	1.8
Cc1cc(C)c(NC(=O)C2CC(=O)N(C3CCCC3)C2)c(C)c1 (stereo unspecified)	-1	-12	-1.5	-7	2	4	-1	-1	4.7	2.1	0.7

Following part:
structure	Tat transport	PKA-R1A act	CDK5 p35 inh	PKA-R2B activ	HTR5A inv ag	Mot1-301 SUMO	HTR5A ag	DAGLB inhibitor	phage Ecoli inh	Ecoli viability	AddAB inh
Cc1ccc(NC(=S)NCc2cccs2)c(C)c1	-7	-2	-0.7	4	-50	15	-8	0	0.2	-5.5	-2.5
COC(=O)c1ccc(NC(=S)NC2CC3CCC2C3)cc1 (stereo unspecified)	1	-5	-0.4	-12	4	5	-1	-5	6.7	4.2	5.6
CC(C)Cc1ccc(S(=O)(=O)N2CCN(c3ccccn3)CC2)cc1	-5	6	-0.6	-3	2	78	-1	-1	-0.7	-0.1	1.9
COc1ccccc1Cn1c(SCC(N)=O)nc2c(oc3ccccc32)c1=O	-7	3	0.5	7	3	/	1	-1	5.0	/	/
COc1ccc(C(=O)C2CCCN(Cc3cnc(N4CCOCC4)s3)C2)c(OC)c1 (stereo unspecified)	0	-5	3.0	-14	10	22	-4	0	-1.8	-1.7	-1.7
O=C(O)CCSc1nc2ccccc2n1-c1ccccc1	-7	-7	1.0	-3	-7	-13	2	-1	0.2	-0.2	-2.5
CC(C)(C)c1ccc(C(=O)c2c[nH]c(C(=O)NCc3ccco3)c2)cc1	9	3	2.3	-8	2	4	8	1	1.2	-1.8	0.3
CC(C)(C)Cc1nnc(NC(=O)CCc2ccccc2)s1	20	-9	1.1	-10	-19	10	6	-1	3.6	-0.6	1.5
CC1CN(C2=N/C(=C/c3ccc4c(c3)OCO4)C(=O)N2)CC(C)O1 (stereo unspecified)	1	-13	3.4	-8	2	1	-2	2	1.8	0.8	0.3
O=C(N/C(=C\c1cccc(Br)c1)C(=O)N1CCOCC1)c1ccco1	-9	4	-2.1	3	-9	191	3	-3	-0.6	-0.1	3.3
COc1cccc(NC(=O)CN(C)C(=O)CNC(=O)c2ccccc2F)c1	1	-12	1.4	-1	8	-8	-2	-4	-0.2	-2.5	0.6
CCCCn1c(N)c(N(CC)C(=O)C2CCCC2)c(=O)[nH]c1=O	-4	2	0.8	-7	-2	5	-3	4	-0.5	-1.2	-0.3
NCCSSCCN	-19	2	1.1	-2	-15	86	4	0	3.0	0.9	0.5
CCOC(=O)Cn1c(CN(Cc2ccccc2)Cc2ccccc2)nc2c1c(=O)[nH]c(=O)n2C	6	4	-1.9	-1	1	0	0	2	0.2	-0.7	0.6

Reformatted as labelled records: part of the list above.
COc1ccccc1Cn1c(SCC(N)=O)nc2c(oc3ccccc32)c1=O
  Tat transport = -7; PKA-R1A act = 3; CDK5 p35 inh = 0.5; PKA-R2B activ = 7; HTR5A inv ag = 3; Mot1-301 SUMO = /; HTR5A ag = 1; DAGLB inhibitor = -1; phage Ecoli inh = 5.0; Ecoli viability = /; AddAB inh = /

Cc1ccc(NC(=S)NCc2cccs2)c(C)c1
  Tat transport = -7; PKA-R1A act = -2; CDK5 p35 inh = -0.7; PKA-R2B activ = 4; HTR5A inv ag = -50; Mot1-301 SUMO = 15; HTR5A ag = -8; DAGLB inhibitor = 0; phage Ecoli inh = 0.2; Ecoli viability = -5.5; AddAB inh = -2.5

CC1CN(C2=N/C(=C/c3ccc4c(c3)OCO4)C(=O)N2)CC(C)O1 (stereo unspecified)
  Tat transport = 1; PKA-R1A act = -13; CDK5 p35 inh = 3.4; PKA-R2B activ = -8; HTR5A inv ag = 2; Mot1-301 SUMO = 1; HTR5A ag = -2; DAGLB inhibitor = 2; phage Ecoli inh = 1.8; Ecoli viability = 0.8; AddAB inh = 0.3

CCCCn1c(N)c(N(CC)C(=O)C2CCCC2)c(=O)[nH]c1=O
  Tat transport = -4; PKA-R1A act = 2; CDK5 p35 inh = 0.8; PKA-R2B activ = -7; HTR5A inv ag = -2; Mot1-301 SUMO = 5; HTR5A ag = -3; DAGLB inhibitor = 4; phage Ecoli inh = -0.5; Ecoli viability = -1.2; AddAB inh = -0.3
